# MEKK3 PB1 HTS – modulators of MEKK3-MEK5 PB1 binding, primary screen, biochemical, wildtype MEKK3, multiplex bead flow cytometry, Alexa488-MEK5; binding response (% of control), % at 10 µM; bead-based flow cytometry, Alexa488-MEK5 binding to MEKK3; actives lie on both sides; 0 = blocked by unlabeled MEK5, 100 = vehicle; actives 1.4% (n = 290,000);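 active = binding response more than 3 SD above or below the average of its plate-row segment, actives on both sides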;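 note: Alexa488 bead fluorescence after subtracting the streptavidin-only scavenger bead signal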
# MEKK2mut PB1 HTS – MEK5 binding signal on mutant MEKK2 PB1, primary screen, biochemical, multiplex bead flow cytometry, Alexa488-MEK5 | actives 0.35% (n = 290,000) | percent response, % at 10 µM | Alexa488-MEK5 binding to MEKK2 mutant | AID 1530, 2009; in the data active = percent response above about 24%, passing the limit was not always enough; note: inactives centre near 1; some results filed as inactive read as strong as hits; reference of the scale not given here
# MEKK2wt PB1 HTS – modulators of MEK5 binding to wildtype MEKK2, primary screen, biochemical, multiplex bead flow cytometry, Alexa488-MEK5; AID 1531, 2009; Mitogen-activated protein kinase kinase kinase 2 (Homo sapiens), Q9Y2U5; binding response (% of control), % at 10 µM; Alexa488-MEK5 binding to MEKK2 WT; actives lie on both sides; actives 1.1% (n = 290,000); in the data active = binding response below about 67% or above about 130%
# NALP1 inh – NALP1 inflammasome inhibitors in reconstituted yeast, colorimetric, S. cerevisiae, triplicate retest | S. cerevisiae NALP1/ASC/caspase-1 growth, X-gal OD620, 72 h | inhibition, % at 10 µM | actives 0.61% (n = 280,000); in the data active = inhibition mostly above about 24%, no sharp cut-off; inactive = mostly below about 32%; note: some compounds called inactive have numbers as strong as hits
# PHOSPHO1 block – PubChem AID 1565; inhibition, % at 13.3 µM; recombinant PHOSPHO1, absorbance phosphatase assay; actives 1.1% (n = 290,000); Phosphoethanolamine/phosphocholine phosphatase (Homo sapiens), Q8TCT1; in the data active = inhibition above about 60%
# Target sequence (Q8TCT1 whole entry, looked up): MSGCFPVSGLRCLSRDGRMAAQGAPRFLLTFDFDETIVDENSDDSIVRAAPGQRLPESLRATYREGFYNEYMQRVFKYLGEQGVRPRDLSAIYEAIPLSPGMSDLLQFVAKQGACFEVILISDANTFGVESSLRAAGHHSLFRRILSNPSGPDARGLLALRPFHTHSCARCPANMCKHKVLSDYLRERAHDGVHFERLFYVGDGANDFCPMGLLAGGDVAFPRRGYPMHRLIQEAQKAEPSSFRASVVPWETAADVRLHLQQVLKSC
# M18AAP inhibitor – PfM18AAP inhibitors, malaria aminopeptidase, primary screen, biochemical, QFRET, recombinant enzyme; H-Glu-NHMec fluorogenic cleavage; actives 1.2% (n = 290,000); inhibition, % at 7.35 µM; M18 aspartyl aminopeptidase (Plasmodium falciparum 3D7);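 active = inhibition above the campaign mean inhibition over all tested compounds plus 3 SD, cut at about 28% in these data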;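 note: 0% = plate median of test compound wells and 100% = 2 mM ZnCl2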
# DNA FID counter – compounds displacing fluorescent DNA intercalator, primary screen, artefact control for HCV NS3 helicase inhibitor project, biochemical, FID fluorescence; DNA fluorescent intercalator displacement; inhibition, % at 7.9 µM; actives 0.17% (n = 290,000); AID 1845, 2009; in the data active = inhibition above about 37%;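 note: 0% = vehicle and 100% = reference compound; higher means more ethidium bromide displaced from hairpin DNA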
# GPR7 antagonist – GPR7 receptor antagonists, primary screen, cell-based, fluorescence, single concentration | Neuropeptides B/W receptor type 1 (Homo sapiens), P48145 | GPR7-expressing cells, fluorescence antagonist assay | inhibition, % at 4.4 µM | actives 1.1% (n = 290,000) | AID 1861, 2009; in the data active = inhibition above about 16%, passing the limit was not always enough;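 note: cells stimulated with the agonist NPW; 0% = agonist with vehicle and 100% = vehicle without agonist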
# Target sequence (P48145 whole entry, looked up): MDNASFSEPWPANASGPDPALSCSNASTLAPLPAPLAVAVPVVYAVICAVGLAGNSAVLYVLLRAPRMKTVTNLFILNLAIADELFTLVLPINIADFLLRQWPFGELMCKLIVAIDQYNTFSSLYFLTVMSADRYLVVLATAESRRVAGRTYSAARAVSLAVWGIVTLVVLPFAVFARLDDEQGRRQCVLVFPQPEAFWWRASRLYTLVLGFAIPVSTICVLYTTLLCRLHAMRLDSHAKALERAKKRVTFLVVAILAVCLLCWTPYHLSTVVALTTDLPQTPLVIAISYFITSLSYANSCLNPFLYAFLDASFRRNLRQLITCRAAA
# OXTR ag – human OXTR agonists, primary screen, fluorescence, CHO-OTR cells, Fluo-8 calcium; activation, % at 3 µM; Fluo-8 calcium fluorescence; normalized: DMSO 0%, oxytocin 100%; actives 0.32% (n = 320,000); Oxytocin receptor (Homo sapiens), P30559;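 active = activation above the mean of all tested compounds plus 3 SD, cutoff set per screening run, cut at about 20% in these data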;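 note: peak over basal fluorescence ratio from a 100 s FLIPR kinetic read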
# Target sequence (P30559 whole entry, looked up): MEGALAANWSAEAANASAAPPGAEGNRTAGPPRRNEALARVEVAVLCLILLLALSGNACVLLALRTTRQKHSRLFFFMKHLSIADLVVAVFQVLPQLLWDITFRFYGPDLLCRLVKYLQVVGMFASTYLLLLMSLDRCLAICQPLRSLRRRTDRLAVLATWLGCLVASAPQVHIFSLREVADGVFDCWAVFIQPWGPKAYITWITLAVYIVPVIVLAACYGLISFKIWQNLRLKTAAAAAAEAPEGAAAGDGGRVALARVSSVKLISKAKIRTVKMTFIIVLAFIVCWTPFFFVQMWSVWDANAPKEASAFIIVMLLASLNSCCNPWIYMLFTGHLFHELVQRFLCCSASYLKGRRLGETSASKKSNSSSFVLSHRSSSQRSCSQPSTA
# Starred values were filed as active, the others as inactive; / = not tested or not shown.
# Every second line gives: MEKK3 PB1 HTS	MEKK2mut PB1 HTS	MEKK2wt PB1 HTS	NALP1 inh	PHOSPHO1 block	M18AAP inhibitor	DNA FID counter	GPR7 antagonist	OXTR ag
- COc1ccc(OC)c(/C=C/C(=O)Oc2ccc(C(C)=O)cc2)c1
    99.0	2.0	95.0	2.9	23.9	2.6	-30.2	-10.9	-0.3
- CC(=O)N1CCc2cc(C(=O)CN3CCN(C(=O)c4ccco4)CC3)ccc21
    99.0	7.0	102.0	-12.0	-4.5	4.7	-2.5	-9.8	0.4
- COC(=O)[C@H]1C[C@@H]1[C@H](NC(=O)[C@H]1C[C@@H]1[C@H](NC(=O)OCc1ccccc1)c1ccccc1)c1ccccc1
    99.0	-2.0	95.0	17.8	-21.0	-1.4	-32.9	-5.9	-0.2
- O=C(CCc1ccccc1)Nc1ccc(N2CCCCC2)cc1
    91.0	-4.0	93.0	31.5	-11.7	6.6	-8.9	-8.4	-2.8
- CN1C(=O)Cc2cc(S(=O)(=O)N3CCN(c4cccc(Cl)c4)CC3)ccc21
    99.0	-8.0	102.0	-4.9	32.9	2.4	-16.7	3.5	-1.6
- COCC(=O)Nc1ccc(S(=O)(=O)Nc2ccccn2)cc1
    107.0	-2.0	102.0	6.4	-63.3	-4.3	5.0	-11.5	1.1
- Cc1cccc(NC(=S)N2CCC(N(C)CC3CCCO3)CC2)c1 (stereo unspecified)
    92.0	-12.0	80.0	7.0	16.5	-0.5	6.8	-9.4	-0.5
- COc1ccccc1Cn1c(=O)c2ccccc2n2c(SCC(=O)N3CCCCC3)nnc12
    111.0	32.0	103.0	24.1	3.5	1.2	-0.8	-18.6	-0.1
- O=C(OCc1nnc(-c2ccccc2)o1)c1cc2ccccc2cc1O
    99.0	-7.0	91.0	6.2	24.4	-0.5	-5.9	-13.8	0.1
- Cn1ncc2c(=O)n(/N=C/c3ccccc3)cnc21
    97.0	-3.0	99.0	17.5	3.2	-22.7	3.4	5.1	0.5
- O=C(O)Cc1ccc(NC(=O)Nc2cccc(Cl)c2)cc1
    103.0	-4.0	97.0	10.7	28.8	-8.7	-3.4	12.0	-0.5
- COc1ccc(NC(=O)CSc2nnc(CNC(=O)c3ccco3)n2-c2ccccc2OC)cc1
    /	/	/	2.4	15.3	-12.3	-14.5	9.7	-0.3
- COc1ccc([N+](=O)[O-])cc1NC(=O)COC(=O)c1ccccc1C(=O)c1ccccc1
    95.0	-1.0	98.0	19.5	0.3	-2.8	4.7	2.1	1.5
- CC1(C)CN(c2ccccc2)N(Cc2ccc(F)cc2)C1=O
    98.0	-2.0	94.0	15.0	-9.4	5.1	-22.7	-8.5	-1.2
- COc1ccc(OC)c(C2CC(=O)c3c([nH]c(C(=O)OC(C)C)c3C)C2)c1 (stereo unspecified)
    103.0	1.0	99.0	-19.9	-9.3	1.8	-12.2	4.0	-2.2

# A different layout for some results above.
smiles: COc1ccc(OC)c(/C=C/C(=O)Oc2ccc(C(C)=O)cc2)c1
  MEKK3 PB1 HTS = 99.0 | MEKK2mut PB1 HTS = 2.0 | MEKK2wt PB1 HTS = 95.0 | NALP1 inh = 2.9 | PHOSPHO1 block = 23.9 | M18AAP inhibitor = 2.6 | DNA FID counter = -30.2 | GPR7 antagonist = -10.9 | OXTR ag = -0.3
smiles: Cn1ncc2c(=O)n(/N=C/c3ccccc3)cnc21
  MEKK3 PB1 HTS = 97.0 | MEKK2mut PB1 HTS = -3.0 | MEKK2wt PB1 HTS = 99.0 | NALP1 inh = 17.5 | PHOSPHO1 block = 3.2 | M18AAP inhibitor = -22.7 | DNA FID counter = 3.4 | GPR7 antagonist = 5.1 | OXTR ag = 0.5

# Continued:
# Every second line gives: MEKK3 PB1 HTS	MEKK2mut PB1 HTS	MEKK2wt PB1 HTS	NALP1 inh	PHOSPHO1 block	M18AAP inhibitor	DNA FID counter	GPR7 antagonist	OXTR ag
- Cc1ccc2c(c1C)NC(=O)C2(O)CC(=O)c1ccc2c(c1)OCO2 (stereo unspecified)
    103.0	5.0	105.0	8.5	-35.6	-0.8	-12.1	-6.1	2.2
- COc1ccccc1NC(=O)Cc1nnc(SCC(=O)NC2CCCC2)n1C
    102.0	2.0	106.0	8.7	40.5	0.6	-9.5	-19.2	0.6
- CC(C)CCn1c(=O)c2ccccc2c2ccccc2c1=O
    98.0	3.0	98.0	12.5	12.8	-12.0	-2.7	-18.7	-1.2
- Cc1ccc(/C=N/N2CCCCC2)o1
    64.0	-16.0	75.0	7.0	-0.9	-11.8	1.3	-0.5	0.3
- O/N=C1\CCc2cc(Cl)ccc21
    106.0	-1.0	100.0	11.2	9.5	2.5	-4.6	-8.3	-1.9
- CCc1cc2c(CN3CCN(CC)CC3)cc(=O)oc2cc1O
    99.0	1.0	101.0	6.6	20.0	-10.0	18.5	0.3	2.2
- O=C1NC(=S)N/C1=C/c1cccc([N+](=O)[O-])c1
    102.0	-7.0	94.0	16.0	32.1	-7.2	6.4	1.4	-0.3
- COCCCNC(=O)/C(C#N)=C1\N=C(NC(=O)c2cccs2)c2ccccc21
    98.0	-2.0	96.0	8.7	45.0	0.2	1.8	-10.8	0.8
- CCc1nc(SCC(=O)N2CCN(c3ccccc3)CC2)c2oc3ccccc3c2n1
    106.0	4.0	107.0	7.3	15.4	-3.6	-4.3	-9.6	1.0
- CC(=O)Nc1ccc(NC(=O)C/C(C)=N/NC(N)=S)cc1
    72.0	-13.0	75.0	-2.4	-7.7	6.1	-8.3	-5.4	0.4
- Cc1ccc(S(=O)(=O)NC(N)=NCCc2ccc(Cl)cc2)cc1C
    103.0	-1.0	103.0	20.8	-12.9	2.6	-24.6	-7.8	-1.8
- O=C1CN(C(=O)c2ccccc2F)C(c2ccccc2)c2cc(F)ccc2N1 (stereo unspecified)
    106.0	5.0	106.0	18.2	32.6	-10.2	-23.3	5.0	-0.5
- Cc1nnc(SCC(=O)NC(=O)NC(C)C)s1
    108.0	-1.0	103.0	9.8	-2.1	-2.5	-3.7	-10.0	-0.4
- CCC(C)NCC(=O)Nc1ccc(S(N)(=O)=O)cc1 (stereo unspecified)
    95.0	-11.0	97.0	-3.1	40.8	3.1	4.1	-1.2	-0.9
- Cc1cc2oc(C(=O)Nc3cccnc3)c(C)c2cc1C
    110.0	17.0	116.0	16.2	0.7	-0.8	-7.9	-0.1	-0.8
- CS(=O)(=O)N1CCN(c2ccccc2NC(=O)c2ccc([N+](=O)[O-])o2)CC1
    99.0	2.0	101.0	4.5	-15.7	-2.1	-4.0	-14.5	-0.8
- COc1c(C)cc(Br)cc1C(=O)NCc1cccnc1
    98.0	4.0	103.0	-7.2	-4.2	-6.7	-3.3	-3.1	-0.7
- CC(C)(C)NC(=O)CN(Cc1cccs1)C(=O)CNS(=O)(=O)c1ccccc1
    101.0	-1.0	97.0	3.3	21.7	-3.2	-13.9	5.0	1.1
- CCOC(=O)c1c(-c2cccs2)csc1NC(=O)CC(C)C
    95.0	-4.0	96.0	27.2	3.2	-2.7	-9.2	-15.5	-1.8
- O=C(Nc1ccc2c(c1)OCO2)C1CC(=O)N(c2ccc(F)cc2)C1 (stereo unspecified)
    103.0	-1.0	102.0	5.6	49.4	0.2	-4.3	-17.8	-0.2
- S=C(Nc1ccc(Br)cc1Cl)N1CCN(c2ccccn2)CC1
    102.0	2.0	102.0	15.6	37.7	4.7	-13.2	-7.0	0.0
- CC(C)NC(=O)COC(=O)/C=C/c1ccc(F)cc1
    89.0	-2.0	94.0	17.3	5.6	-1.8	0.1	-2.0	0.3
- Fc1ccc(/C=N/N2CCN(Cc3ccccc3)CC2)cc1
    101.0	-4.0	102.0	8.4	29.0	6.2	-3.4	-7.9	-1.0
- CC1CC(C)CN(C/C=C/c2ccccc2[N+](=O)[O-])C1 (stereo unspecified)
    103.0	9.0	107.0	20.6	5.5	-3.2	6.3	-2.3	0.6
- COCc1cc(=O)n2[nH]c(SCc3ccccc3)nc2n1
    103.0	2.0	102.0	12.5	-42.5	1.1	-2.6	-8.8	-0.5
- CCc1ccccc1NNC(=O)c1cc(C)on1
    86.0	-14.0	89.0	11.1	-36.5	6.8	-1.6	-2.7	0.6
- COc1ccc2c(c1)c(C(=O)N/N=C/c1ccc(Br)cc1)c(C)n2C
    94.0	-2.0	94.0	/	12.3	-15.8	-25.2	5.0	9.9
- O=C(CSc1ccc2ccccc2c1)Nn1cnnc1
    104.0	9.0	102.0	12.6	8.5	65.2*	1.2	-5.3	0.7
- NNC(=O)c1cc2sccc2s1
    99.0	2.0	99.0	-5.0	16.6	-7.3	-1.2	-6.8	-1.8
- C=CCn1c(SCC2=C(C(=O)OCC)C(C)NC(=O)N2)nnc1C1CCCCC1 (stereo unspecified)
    99.0	-2.0	103.0	8.5	-0.6	2.6	-27.2	-2.5	-1.0
- COc1ccccc1-n1cnc2cc(NCc3ccccn3)ccc21
    101.0	1.0	106.0	4.2	4.1	2.1	-11.1	-2.3	0.6
- Nc1ccnn1Cc1ccc(Br)s1
    101.0	2.0	100.0	32.1	-8.9	1.7	7.2	7.2	0.3
- Cc1c(NCc2cccnc2)cccc1C(=O)O
    107.0	4.0	112.0	5.7	45.3	3.9	-0.3	-7.0	-0.6
- CCn1c(O)c(/C=N/N=C2CCCC2)c2ccc(C3=NNC(=O)CC3)cc21
    104.0	-1.0	100.0	0.5	-0.1	15.6	-3.2	-12.5	-0.3
- O=C(NCc1ccc(F)cc1)c1cc(C(=O)C2CC2)c[nH]1
    101.0	1.0	101.0	2.7	-4.3	-1.9	-11.9	-2.8	1.4
- CCCCn1c(=O)[nH]c(=O)c2c1nc(CN1C(=O)c3ccccc3S1(=O)=O)n2CCC
    106.0	9.0	104.0	19.9	7.6	5.5	-27.5	-2.9	-1.4
- Cc1ccc(C)n1C1CCS(=O)(=O)C1 (stereo unspecified)
    /	/	/	5.1	12.5	1.3	-0.5	0.0	0.0
- CC(=O)c1sc(N/N=C\c2cccc(Br)c2)nc1C
    104.0	-1.0	105.0	12.8	-0.9	12.1	-4.3	7.1	0.4
- OCC[C@@H]1C[C@@H](O)[C@H](O)[C@@]2(CCc3ccccc3CO2)O1
    102.0	-5.0	95.0	20.9	25.4	3.2	-5.2	-6.9	1.3
- Cc1nc2sc(C(=O)Nc3ccccc3Cc3ccccc3)c(C)c2c(=O)[nH]1
    100.0	-8.0	93.0	2.9	37.7	-19.6	-3.7	-4.8	-0.3
- CCC(=O)NC(Cc1ccccc1)c1ccc2c(c1)OCCCO2 (stereo unspecified)
    100.0	3.0	100.0	29.9	-8.2	7.2	-14.6	0.4	-0.1
- O=S(=O)(Nc1ccc(C(F)(F)F)cc1)c1cccs1
    100.0	-5.0	97.0	0.9	5.8	-3.5	-4.3	1.7	0.9
- COCCn1c(=O)[nH]c(=O)c2c(C(F)(F)F)cc(-c3cccs3)nc21
    99.0	2.0	105.0	7.2	1.8	1.9	-4.8	14.6	-1.2
- CC(C)[C@H](NC(=O)OCc1ccccc1)C(=O)OCC(=O)Nc1c(F)cccc1F
    101.0	11.0	116.0	22.7	13.3	0.0	-15.8	3.3	-0.2
- COc1cccc(OCC(=O)O)c1
    101.0	-2.0	100.0	3.2	23.3	2.9	0.2	-3.4	-0.8
- COc1ccc(N2C(=O)N(Cc3ccc(C)cc3)c3ccccc3S2(=O)=O)cc1
    116.0	0.0	107.0	-0.5	-4.9	4.5	0.1	-9.5	0.6
- CC(=O)N1CCOc2ccc(S(=O)(=O)NCC3CCC(C(=O)Nc4ncccc4C)CC3)cc21 (stereo unspecified)
    101.0	2.0	106.0	21.5	43.5	-3.0	-41.5	-14.6	0.5

# Source: PubChem BioAssay
